# SKN-1 block: suppressors of acrylamide-induced Pgst-4::GFP reporter in worms, primary screen, SKN-1 inhibitor project, whole organism, uHTS, GFP/RFP fluorescence ratio, strain VP596 | C. elegans VP596 Pgst-4::GFP/RFP ratio, 24 h | inhibition, % at 21.8 µM | 360,000 compounds, 0.49% hits;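 active = interference check ratio from 0.5 to 1.5 plus GFP to RFP signal ratio inhibition reaching or exceeding a fixed threshold, cut at about 30% in these data, passing the limit was not always enough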; also: some compounds called inactive have numbers as strong as hits
# Neddyl block: inhibitors of cullin neddylation, primary screen, biochemical, TR-FRET, uHTS, NAE and Ubc12. NEDD8-conjugating enzyme Ubc12 (Homo sapiens) + NEDD8-activating enzyme E1 regulatory …. calls only at 25 µM. 360,000 compounds, 0.58% hits. AID 651699, 2012; in the data active = inhibition above about 36%
# Target sequence (P61081 whole entry, looked up): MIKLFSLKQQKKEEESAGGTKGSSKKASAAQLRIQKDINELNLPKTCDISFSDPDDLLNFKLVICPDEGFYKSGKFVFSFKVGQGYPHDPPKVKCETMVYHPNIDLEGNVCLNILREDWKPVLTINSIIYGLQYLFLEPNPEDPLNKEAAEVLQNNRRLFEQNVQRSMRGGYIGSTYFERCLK
# Target sequence (Q13564 whole entry, looked up): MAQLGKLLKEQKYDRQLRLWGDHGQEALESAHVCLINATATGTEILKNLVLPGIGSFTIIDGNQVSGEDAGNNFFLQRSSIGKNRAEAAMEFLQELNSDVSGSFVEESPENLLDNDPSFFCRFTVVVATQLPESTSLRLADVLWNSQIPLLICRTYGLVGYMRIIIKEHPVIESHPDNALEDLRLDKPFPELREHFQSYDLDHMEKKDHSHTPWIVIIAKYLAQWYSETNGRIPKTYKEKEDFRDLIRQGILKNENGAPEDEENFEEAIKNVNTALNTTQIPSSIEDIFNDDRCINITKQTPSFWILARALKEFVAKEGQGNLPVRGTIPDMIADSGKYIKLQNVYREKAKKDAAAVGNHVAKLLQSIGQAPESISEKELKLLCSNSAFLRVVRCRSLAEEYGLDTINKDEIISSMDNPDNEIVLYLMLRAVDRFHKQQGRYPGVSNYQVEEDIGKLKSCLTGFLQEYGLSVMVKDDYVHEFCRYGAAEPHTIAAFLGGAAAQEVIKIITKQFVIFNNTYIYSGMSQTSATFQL
# Rin1-Abl PPI inh: inhibitors of Rin1-Abl protein binding, primary screen, biochemical, TR-FRET; 360,000 compounds, 0.4% hits; Tyrosine-protein kinase ABL1 (Homo sapiens) + Ras and Rab interactor 1 (Homo sapiens), …; AID 588664, 2011; inhibition, % at 7.35 µM; in the data active = inhibition above about 5%, passing the limit was not always enough
# NadD inh: inhibitors of S. aureus NadD, primary screen, biochemical, colorimetric, uHTS | purified NadD enzyme, colorimetric absorbance read-out | Nicotinate-nucleotide adenylyltransferase NadD (Staphylococcus aureus N315) | AID 602399, 2012 | inhibition, % at 20 µM | 360,000 compounds, 0.78% hits; in the data active = inhibition above about 26%; also: some compounds past the cut are filed as inactive
# PABP1 MLLE inh: inhibitors of PABP1 MLLE–PAM2 peptide binding, primary screen, biochemical, fluorescence polarization, FITC-PAM2, GST-MLLE; Polyadenylate-binding protein 1 (Homo sapiens), P11940; inhibition, % at 20 µM; 360,000 compounds, 0.36% hits; AID 588489, 2011; in the data active = inhibition above about 35%, passing the limit was not always enough;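 also: plate controls were DMSO wells with GST-MLLE for no effect and wells lacking GST-MLLE protein for full effect; some results filed as inactive read as strong as hits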
# FAS-TE inh: FAS thioesterase domain inhibitors, primary screen, biochemical, fluorescence intensity, uHTS; recombinant FAS-TE, OMFH fluorogenic substrate, fluorescence endpoint; 360,000 compounds, 0.67% hits; inhibition, % at 15 µM;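 active = compounds whose normalised, plate-corrected inhibition of enzyme fluorescence in the single-dose primary screen is 50% or more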;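 also: 0% = DMSO with enzyme and 100% = substrate without enzyme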
# Rpn11 block: Rpn11 (PSMD14) deubiquitinase inhibitors, primary screen, biochemical, fluorescence polarization, uHTS; 360,000 compounds, 0.59% hits; calls only at 20 µM; human 26S proteasome, Ub4-pepOG fluorescence polarization; 20S core pre-blocked with epoxomicin; 26S proteasome non-ATPase regulatory subunit 14 (Homo sapiens), O00487;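 active = inhibition at 20 µM, scaled to each plate's controls, above about 33%, limit read from the data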
# CSN deneddyl inh: inhibitors of CSN-mediated cullin deneddylation, primary screen, biochemical, fluorescence polarization, uHTS; Purified CSN, SCF-Nedd8-OG deneddylation; AID 651999, 2013; inhibition, % at 12.5 µM; 360,000 compounds, 0.38% hits;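 active = pattern-corrected inhibition above about 35%, with an unprinted fluorescence ratio check between 0.5 and 1.5, limit read from the data, passing the limit was not always enough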;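 also: 0% = enzyme with substrate and 100% = substrate without enzyme; some results filed as inactive read as strong as hits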
# Target sequence (Q92905 whole entry, looked up, one chain of several): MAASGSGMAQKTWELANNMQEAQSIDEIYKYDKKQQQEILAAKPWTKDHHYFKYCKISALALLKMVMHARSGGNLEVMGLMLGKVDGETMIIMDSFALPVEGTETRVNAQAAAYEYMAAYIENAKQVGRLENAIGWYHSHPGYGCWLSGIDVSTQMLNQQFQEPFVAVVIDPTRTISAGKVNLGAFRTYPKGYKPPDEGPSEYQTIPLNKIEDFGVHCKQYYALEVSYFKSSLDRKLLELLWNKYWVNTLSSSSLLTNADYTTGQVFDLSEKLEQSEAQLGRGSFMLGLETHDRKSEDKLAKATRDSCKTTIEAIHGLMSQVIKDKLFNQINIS
#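 Test system: Human Csn5 produced in HEK293T cells | Compound: 12.5 µM single point | Times: 90 min, room temperature | Signal: Fluorescence polarization readout | Read-out basis: % inhibition of substrate cleavage by Csn5 | Controls: no-enzyme wells high, enzyme-with-substrate wells low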
# MT1-MMP act inh: blockers of MT1-MMP proenzyme processing, primary screen, HT1080 RFP-PRO-GFP cells, GFP/RFP fluorescence; 360,000 compounds, 0.061% hits; Matrix metalloproteinase-14 (Homo sapiens), P50281; GFP/RFP ratio change, % at 20 µM; AID 651647, 2012; GFP/RFP ratio fluorescence, overnight; percent of plate control window, DMSO zero;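 active = GFP/RFP ratio change of at least 30% with cell ATP level not reduced by more than half and red fluorescence within 50% of control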; also: strong numbers were not always called active
#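 Assay system: HT1080 cells carrying an RFP-PRO-GFP reporter | Dosing: Single dose of 20 µM compound, 1% DMSO final | Incubation: Cells overnight before dosing, compound overnight, 37 °C, 5% CO2 | Evaluation: GFP/RFP fluorescence ratio | Control set: DMSO and RFP-L50D-GFP cell wells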
# * hit, by the source's call; i = inactive; · = no result given. Outcome played no part in choosing rows. Share with any hit: about 3.9%.
SMILES,SKN-1 block,Neddyl block,Rin1-Abl PPI inh,NadD inh,PABP1 MLLE inh,FAS-TE inh,Rpn11 block,CSN deneddyl inh,MT1-MMP act inh
Cc1ccc(NC(=O)CN2C(=O)C(=O)N(C3CCCC3)C2=O)cc1Cl,12.9,i,2.0,1.1,-6.7,5.8,i,-6.3,-1.7
Cc1cc2nc3c(=O)n(CCc4ccccc4)c(=O)[nH]c3nc2cc1N,-59.6,i,-14.3,7.2,i,-142.3,i,-75.0,-120.4
CCn1c(C(C)NC(=O)c2ccc(C)cc2)n[nH]c1=S (configuration not stated),7.2,i,2.9,2.0,-0.6,-9.8,i,4.5,-1.9
O=C1CN(C(=O)COC(=O)CCC(=O)c2ccc3c(c2)OCCO3)c2ccccc2N1,-7.9,i,0.0,0.4,-1.7,-8.8,i,3.3,-5.4
Cc1ccc(CCNC(=O)C2CCC(=O)N2Cc2ccc(F)cc2)cc1 (configuration not stated),16.7,i,3.9,-2.6,-3.1,-4.4,i,1.6,-1.8
Fc1ccccc1CNc1cc(Cl)cc(Cl)c1,-0.3,i,4.4,-5.4,4.3,33.7,i,1.1,3.0
C/C(CC(=O)NC(C)(C)C)=N\NC(=O)COc1ccc(C)cc1Br,11.8,i,-0.4,-8.1,-3.3,-7.0,i,-5.4,-0.9
CCn1c(=O)cc(OCC(=O)NCCc2ccc(OC)c(OC)c2)c2ccccc21,8.5,i,-2.2,-8.5,-1.6,-4.7,i,1.1,8.0
COc1ccc(-c2cn(CCN)c(-c3ccncc3)n2)cc1,10.0,i,-0.7,4.6,6.1,-7.7,i,-2.2,1.0
C=CCOc1c(Br)cc(/C=N/NC(=O)Cc2ccc(C(F)(F)F)cc2[N+](=O)[O-])cc1OC,0.1,i,2.2,5.9,0.0,-0.1,i,0.2,2.1
Cc1cccc(C(=O)N2CCC(=O)N(C(COCc3ccc(Cl)cc3)Cc3ccccc3)CC2)c1 (configuration not stated),-0.9,i,2.2,-10.3,-11.1,32.7,i,3.9,2.0
O=C(Nc1ncc(Cc2ccccc2)s1)C1CCCO1 (configuration not stated),-10.6,i,-0.4,2.2,6.8,-4.8,i,-1.2,-0.5
Cc1cc2cc(CNC(=O)NC3CCCCC3)ccc2[nH]1,23.9,i,7.6,24.0,7.8,-7.1,i,-5.6,22.4
Cc1cccc(NC(=S)N=Nc2c(O)n(CN3CCOCC3)c3ccccc23)c1C,-9.0,i,-0.8,5.8,37.9,18.1,i,2.5,7.5
CN(CCNS(=O)(=O)c1ccc2c(c1)oc(=O)n2C)Cc1ccccc1,12.0,i,0.4,-3.7,2.8,-2.1,i,-1.6,4.3
CCOc1ncccc1C(=O)NNC(=O)c1csc(N2CCOCC2)n1,-11.0,i,0.1,-4.2,3.3,-9.3,i,-0.6,2.6
CCOC(=O)CC(=O)CSc1nccc(-c2cccnc2)n1,13.1,i,-1.1,-2.5,17.0,-1.0,i,-1.0,-10.1
Cc1cc(C)n2nc(C(=O)N3CCCC(Nc4ccc(F)c(F)c4)C3)cc2n1 (configuration not stated),0.0,i,-0.4,-0.2,5.4,-2.3,i,-5.9,-0.1
CCOC(=O)N1CCN(S(=O)(=O)CCNC(=O)c2cccc(OC)c2)CC1,8.0,i,-2.8,-6.3,9.6,-2.9,i,4.2,4.2
O=C(NNc1nc2c(F)cc(F)cc2s1)c1ccccc1,9.6,i,-1.6,11.1,-97.7,4.6,i,12.6,3.7
Cc1ccc(NC(=O)C(=S)NCc2ccco2)cc1,-8.6,i,0.0,-2.4,-2.3,4.5,i,-1.5,-2.5
O=C(Nc1nc2ccccc2c(=O)s1)c1ccc(F)cc1Cl,-2.9,i,-3.9,-5.0,9.8,37.2,i,5.4,0.9
CN(C(=O)COC(=O)c1ccc(F)c(S(=O)(=O)N2CCOCC2)c1)C1CCS(=O)(=O)C1 (configuration not stated),0.5,i,-0.2,-2.2,-11.2,-6.9,i,-2.3,-2.3
CCCCC(=O)NC(NC(=O)CCCC)c1ccc(OCC(C)C)c(OC)c1,0.3,i,-1.5,-0.3,1.5,-17.3,i,-11.4,3.5
C=CCn1c(SCC(=O)Nc2ccc(C)cc2C)nnc1-c1cccnc1,1.5,i,0.3,-1.8,-1.3,-5.0,i,1.1,2.7
O=C1C2CCCCN2C(=O)N1CCCCN1CCN(c2cccc(Br)c2)CC1 (configuration not stated),3.8,i,-2.6,-1.1,-4.0,-10.7,i,0.1,1.4
Cc1nc(CNS(=O)(=O)c2ccc3c(c2)CCCC3)cs1,8.3,i,0.2,2.2,6.3,-4.6,i,-0.6,-2.8
COc1ccc(CN2CC(C(=O)NCc3cccc(OC)c3)CC2=O)cc1 (configuration not stated),13.8,i,1.1,-4.7,-5.1,-3.9,i,8.7,7.6
CCCCN1C(=O)C(=Nc2cccc3cnccc23)c2ccccc21,-9.2,·,-0.9,-0.2,12.8,-0.2,i,7.3,-3.2
N=c1oc2ccc([N+](=O)[O-])cc2cc1C(=O)NCc1ccccc1,10.3,i,-1.8,3.0,-84.4,37.1,·,4.1,3.5
Cc1ccc(-c2nnc(SCC(=O)Nc3sc(C)c(C)c3C#N)n2C)cc1,14.6,i,1.1,4.1,-2.2,-11.6,i,12.5,1.6
NC(=O)N/N=C/c1cccc(OCc2ccc(F)cc2)c1,10.3,i,-4.2,0.1,-8.3,-4.4,i,-1.1,5.3
NC(=O)c1ccc(NC(=O)CN2CCOCC2)cc1,-20.0,i,2.8,1.3,-8.5,-5.7,i,-1.7,4.2
S=c1[nH]nc(-c2ccc3ccccc3n2)n1-c1ccc(Cl)cc1,6.4,i,-1.3,27.6,-32.3,-1.5,i,-1.8,-1.5
CCOC(=O)c1ccc(NC(=S)Nc2ccc(Cl)cn2)cc1,-3.0,i,-1.1,6.9,23.4,-3.3,i,7.8,3.1
COc1cc2ncnc(NCCc3ccccc3)c2cc1OC,7.7,i,-0.2,-5.7,-13.2,1.5,i,10.0,6.2
CCOC(=O)c1c(NC(=O)COC(=O)c2nc(Cl)ccc2Cl)sc(C(=O)NC)c1C,12.6,i,2.5,-0.9,-13.1,-5.7,i,-6.7,-1.0
CCOC(=O)c1c(C)[nH]c(C(=O)CSc2nnnn2-c2ccccc2)c1C,1.5,i,0.0,-2.9,-9.2,-4.1,i,0.8,9.5
O=C(Nc1cccc(S(=O)(=O)NC2=NCCC2)c1)C1CCCCC1,4.5,i,-0.3,-1.7,-10.2,0.1,i,1.9,3.8
CC(=O)CCc1ccc(OCCCOc2cccc3cccnc23)cc1,17.6,i,-2.8,0.2,-1.3,4.8,i,-1.2,4.3
COCCSc1nnc(NC(=O)c2ccc(NC(C)=O)cc2)s1,-4.1,i,1.5,-5.8,-9.1,-5.6,i,10.0,1.1
O=C(c1ccc(Oc2ccccc2)cc1)c1nc2c(n1O)CCCC2,12.5,i,-1.0,-3.8,1.0,-8.8,i,-1.3,6.0
O=C1c2ccccc2CN1CCNS(=O)(=O)c1ccc2ccccc2c1,-7.6,i,0.0,1.9,-22.3,-1.6,i,-1.4,4.8
O=C(COc1ccc(Cl)cc1)N(Cc1cccs1)C1CCS(=O)(=O)C1 (configuration not stated),6.9,i,1.8,-0.5,-11.4,7.1,i,-0.6,2.7
O=C(O)CSc1nnnn1C1CCCCC1,-4.1,i,-0.2,-3.2,1.0,-8.2,i,-2.8,0.0
CC(C)c1nnc(NC(=O)CCN2C(=O)c3ccccc3C2=O)s1,-7.5,i,2.5,0.9,13.0,-3.5,i,1.5,3.5
CCCCCc1nc2c(C#N)c(-c3ccc(Cl)cc3)ccn2n1,-14.7,i,1.6,-11.4,-5.9,-20.2,i,0.8,12.4
O=C(O)c1ccc(/C=N/NC(=O)c2ccc(NS(=O)(=O)c3cccs3)cc2)cc1,1.2,i,-2.3,-1.6,-7.8,-7.4,i,5.0,-4.0
CC(C)C[C@H](NC(=O)Nc1cccc(Cl)c1)C(=O)O,7.4,i,-1.6,8.9,12.9,-8.2,i,-1.3,6.1
CN(Cc1ccccc1)C(=O)COC(=O)c1cncc(Br)c1,-7.0,i,2.1,-2.8,-8.6,8.1,i,-4.4,1.3
Cc1c(N=C2N=C(NC(=O)c3ccc(F)cc3)c3ccccc32)c(=O)n(-c2ccccc2)n1C,-11.8,i,-0.4,22.3,-139.4,-30.2,·,-102.8,-109.0
O=S(=O)(NC(=S)Nc1ccccc1)c1ccc(F)cc1,9.4,i,0.4,-1.4,33.4,-2.4,i,0.7,0.5
COCCCNC(=O)C(=O)Nc1ccc2c(c1)N(S(=O)(=O)c1cccs1)CCC2,9.7,i,0.1,-4.4,9.6,3.1,i,2.2,8.5
COC(=O)c1ccc(C2C(Oc3ccc(OC)cc3)C(=O)N2CCc2ccc(OC)c(OC)c2)cc1 (configuration not stated),7.4,i,-2.2,-0.4,1.9,2.2,i,3.7,0.3
N=C(N)SCCN,12.5,i,3.5,-0.7,37.0,-3.0,i,0.4,3.3
Cc1cccc(C)c1NC(=O)CN1C(=O)S/C(=C\c2cccn2-c2cccc(C(=O)O)c2)C1=O,-7.1,i,0.3,8.2,-3.0,2.5,i,4.7,-1.7
CCn1c(SCC(=O)Nc2ccc(N(C)C)cc2)nnc1-c1cccc(C)c1,-20.1,i,-0.7,0.9,-28.2,-5.5,i,-4.4,0.8
COc1c(C)cc(Br)cc1C(=O)Nc1ccc(N2CCN(S(C)(=O)=O)CC2)cc1,0.2,i,-4.0,2.5,3.8,-5.4,i,0.0,-1.6
CC1CCc2c(sc(NC(=O)COC(=O)c3ccc(NC(=O)CC#N)cc3)c2C#N)C1 (configuration not stated),-6.5,i,2.1,36.1*,-19.8,8.8,i,6.3,1.2
COc1ccc(OC)c(N(CC(=O)N2CCN(c3cc(Cl)ccc3C)CC2)S(C)(=O)=O)c1,-0.1,i,-2.6,-5.1,18.2,7.4,i,-1.9,6.7

# 2 entries from above in a different format:
CC1CCc2c(sc(NC(=O)COC(=O)c3ccc(NC(=O)CC#N)cc3)c2C#N)C1 (configuration not stated)
  SKN-1 block: -6.5
  Neddyl block: i
  Rin1-Abl PPI inh: 2.1
  NadD inh: 36.1*
  PABP1 MLLE inh: -19.8
  FAS-TE inh: 8.8
  Rpn11 block: i
  CSN deneddyl inh: 6.3
  MT1-MMP act inh: 1.2

COc1c(C)cc(Br)cc1C(=O)Nc1ccc(N2CCN(S(C)(=O)=O)CC2)cc1
  SKN-1 block: 0.2
  Neddyl block: i
  Rin1-Abl PPI inh: -4.0
  NadD inh: 2.5
  PABP1 MLLE inh: 3.8
  FAS-TE inh: -5.4
  Rpn11 block: i
  CSN deneddyl inh: 0.0
  MT1-MMP act inh: -1.6

# Assay outcomes deposited in PubChem by several laboratories.
